# Screens as filed in PubChem.
# Lipid storage S3 = qHTS Assay for Lipid Storage Modulators in Drosophila S3 Cells | hit rate 0.64% among 320,000 | AID 2685 | Drosophila S3 cells, BODIPY lipid droplet fluorescence, 18-24 h; cells fed with added oleic acid | Potency in µM for hits, for the others lipid storage change, negative = inhibition, % at the top dose, mostly 46.1 µM; active means well fitted inhibition curve with a large enough effect in the signal ratio, with a control signal flat, not every such curve was filed as active; inconclusive means small, poorly fitted or top-dose-only effect, or effect the other way, or a change in a side signal; the % refers to the signal ratio
#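 Laser-scanning cytometry quantifies lipid droplet accumulation (500–530 nm total intensity; droplet/cell object ratio) in oleic acid-fed (400 uM added) Drosophila S3 cells treated with a concentration series. 20 uM Triacsin C defined 100% inhibition.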
# Lipid storage S3 cell count max = recorded beside Lipid storage S3, whose call it bears; cell number change, %; measured here: cell count max response;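 cells counted by Cell Tracker Red CMTPX staining in the red channel; peak over a dose series mostly up to 46.1 µM; percent activity relative to internal control wells on each plate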
# * hit, by the source's call; i = inactive; u = inconclusive; x = not tested or not shown; & = joins results of further samples; [ ] = dose if it differs, or a comment. On the % scale 0 is the no-effect control and ±100 the full control effect; potency means the concentration at half of the fitted maximal effect. Only part of the results is shown; rates above refer to the full screens.
# Start of the listing, in advance (20 entries):
SMILES,Lipid storage S3,Lipid storage S3 cell count max
Cc1cc(C)c(OCCCNCc2ccccc2)c(Br)c1,u,x
COc1ccc(C2NC(=O)C(C#N)=C(S)N2c2ccccc2)cc1OC (configuration not stated),u,x
COCCCNC(=S)NC1CC2CCCC(C1)N2Cc1cccs1 (configuration not stated),17%,x
CCOC(=O)C1C(=O)CC(C)(O)C(C(=O)OCC)C1c1ccc(SC)cc1 (configuration not stated),-7%,8
Cc1nc(CSc2nnc3scc(-c4ccccc4)n23)cs1,11%,-3
Cn1cc(-c2ccccc2C(N)=O)c(=O)c2ccccc21,4%,20
CC(OC(=O)c1ccc(C(C)(C)C)cc1)C(=O)NC1CCCCC1C (configuration not stated),u,x
CC1C(=O)Nc2ccc(S(=O)(=O)N3CCN(c4ccccc4F)CC3)cc2NC1=O (configuration not stated),-3%,-3
COc1ccc(CNC(=O)c2ccc(NS(=O)(=O)c3c(C)noc3C)cc2)cc1,u,x
CC(C)(C)C(=O)Nc1nc(C2CCCN2S(=O)(=O)c2ccc(Cl)cc2)cs1 (configuration not stated),u,x
COc1cccc(C(=O)Nc2ccc(N3CCN(Cc4ccccc4)CC3)cc2)c1,u,x
O=C(NCC(=O)N1CCN(c2ncccn2)CC1)c1ccc(F)cc1,u,x
CCC(=O)N(c1ccc(F)cc1)C1C=CS(=O)(=O)C1 (configuration not stated),-7%,2
Cc1ccc2c(c1)c(-c1ccccc1)nc1nnnn12,-1%,3
CC1CN(CCCCSc2ccccc2)CC(C)O1 (configuration not stated),u,x
CN1C(=O)N(C)C2(c3ccccc3)N(C)C(=O)NC12c1ccccc1 (configuration not stated),u,x
COc1ccc(-n2c(C)nc3c(cnn3-c3ccc(C)cc3)c2=O)cc1,u,x
Cc1ccc([N+](=O)[O-])cc1N1C(=O)CS/C1=N\NC(=O)c1cccnc1,22%[9.22 µM],4
COc1ccc(C(=O)O)cc1S(=O)(=O)NCc1ccccn1,-1%,9
c1cc(-c2nnn(CCOCCn3nnc(-c4ccncc4)n3)n2)ccn1,12%,9

# Results, previewed entries included:
SMILES,Lipid storage S3,Lipid storage S3 cell count max
Cc1cc(C)c(OCCCNCc2ccccc2)c(Br)c1,u,x
COc1ccc(C2NC(=O)C(C#N)=C(S)N2c2ccccc2)cc1OC (configuration not stated),u,x
COCCCNC(=S)NC1CC2CCCC(C1)N2Cc1cccs1 (configuration not stated),17%,x
CCOC(=O)C1C(=O)CC(C)(O)C(C(=O)OCC)C1c1ccc(SC)cc1 (configuration not stated),-7%,8
Cc1nc(CSc2nnc3scc(-c4ccccc4)n23)cs1,11%,-3
Cn1cc(-c2ccccc2C(N)=O)c(=O)c2ccccc21,4%,20
CC(OC(=O)c1ccc(C(C)(C)C)cc1)C(=O)NC1CCCCC1C (configuration not stated),u,x
CC1C(=O)Nc2ccc(S(=O)(=O)N3CCN(c4ccccc4F)CC3)cc2NC1=O (configuration not stated),-3%,-3
COc1ccc(CNC(=O)c2ccc(NS(=O)(=O)c3c(C)noc3C)cc2)cc1,u,x
CC(C)(C)C(=O)Nc1nc(C2CCCN2S(=O)(=O)c2ccc(Cl)cc2)cs1 (configuration not stated),u,x
COc1cccc(C(=O)Nc2ccc(N3CCN(Cc4ccccc4)CC3)cc2)c1,u,x
O=C(NCC(=O)N1CCN(c2ncccn2)CC1)c1ccc(F)cc1,u,x
CCC(=O)N(c1ccc(F)cc1)C1C=CS(=O)(=O)C1 (configuration not stated),-7%,2
Cc1ccc2c(c1)c(-c1ccccc1)nc1nnnn12,-1%,3
CC1CN(CCCCSc2ccccc2)CC(C)O1 (configuration not stated),u,x
CN1C(=O)N(C)C2(c3ccccc3)N(C)C(=O)NC12c1ccccc1 (configuration not stated),u,x
COc1ccc(-n2c(C)nc3c(cnn3-c3ccc(C)cc3)c2=O)cc1,u,x
Cc1ccc([N+](=O)[O-])cc1N1C(=O)CS/C1=N\NC(=O)c1cccnc1,22%[9.22 µM],4
COc1ccc(C(=O)O)cc1S(=O)(=O)NCc1ccccn1,-1%,9
c1cc(-c2nnn(CCOCCn3nnc(-c4ccncc4)n3)n2)ccn1,12%,9
CN(C)CCCNC(=O)c1ccc(Cl)c(S(=O)(=O)N2CCCCCC2)c1,u,x
COc1ccc(CC(=O)NNc2ncnc3c2cnn3-c2ccccc2)cc1,u,x
CCc1ccccc1NC(=O)[C@@H]1CCC(=O)N1C1OC(=O)c2c1ccc(OC)c2OC (some centres not stated),u,x
Cc1c(Cl)cccc1NC(=S)NCC1COc2ccccc2O1 (configuration not stated),u,x
O=C(COc1ccccc1)NC(=S)Nc1ccc2c(c1)Cc1ccccc1-2,i,-32

# Next part
SMILES,Lipid storage S3,Lipid storage S3 cell count max
COC(=O)c1c(NC(=O)c2ccco2)sc2c1CCC2,0%,4
CCCCc1cc2c(cc1NC(=O)CN1CCCCC1)OCCO2,0%,-10
Cn1c(NC2CCCCC2)c(N=O)c(=O)n(C)c1=O,-3%,15
FCCCOc1ccc(/C=N/OCc2c(Cl)cccc2Cl)cc1,u,x
Cc1ccc(NC(=O)CN2C(=O)N/C(=C/c3cc(C)n(-c4cccc(C(=O)O)c4)c3C)C2=O)cc1,u,x
O=C(Nc1cccc(C(=O)O)c1)/C(=C\c1ccccc1)NC(=O)c1ccccc1Cl,u,x
Cc1cc(N(CCO)CCO)ccc1C(c1ccc(N(CCO)CCO)cc1C)c1ccccc1Cl,u,x
COC(=O)c1sc(N)c(C(=O)OC)c1COC(=O)CNS(=O)(=O)c1cccc(C#N)c1,u,x
COC(=O)c1ccc(NC(=S)NC2CC2)cc1,6%,11
O=C(COc1ccc(Br)cc1)Nc1ccc([N+](=O)[O-])cn1,21%,14
O=[N+]([O-])c1ccc(C(O)C23CN4CN(CN(C4)C2)C3)cc1 (configuration not stated),u,x
CCC(=O)c1ccc(OCC(=O)OCC(=O)c2cc(C)n(CC3CCCO3)c2C)cc1 (configuration not stated),-19%[0.0737 µM],11
CCOC(=O)CSc1nc2c(c(=O)n(C)c(=O)n2C)n1Cc1ccccc1F,u,x
O=C(Nc1ccccn1)Nc1ccccc1Cl,u,x
Cc1nc(Cl)c(C(=O)NCc2ccccc2)c(C)c1[N+](=O)[O-],8%,8
Cc1nn(-c2ccccc2)c(Cl)c1/C=N/NC(=O)c1[nH]ncc1Br,u,x
O=c1c2cnn(-c3ccccc3)c2ncn1Cc1ccccc1F,u,x
CC(C)Oc1snc(Cl)c1C(N)=O,u,x
NC(=O)CSc1nnc(Cn2c(=O)sc3ccccc32)n1-c1cccc(Cl)c1,u,x
O=C(Nc1ccc2c(c1)OCCO2)C1CCN(C(=O)c2ccccc2)CC1,23%,-4
COc1ccc(-c2nn(CC(=O)NCCc3ccccc3)c(=S)n2C)cc1,u,x
Cc1ccc(S(=O)(=O)N(C)c2ccc(OCC(=O)NCc3ccco3)cc2)cc1,u,x
Cc1sc(NC(=O)CN2C(=O)NC3(CCCC3)C2=O)nc1-c1ccc(F)cc1,u,x
COc1cccc(C2c3c(oc4ccccc4c3=O)C(=O)N2c2ccccn2)c1 (configuration not stated),u,x
Cc1ccc(S(=O)(=O)N2CCC(=O)N(C(COCc3cccc(Cl)c3)Cc3ccccc3)CC2)cc1 (configuration not stated),u,x

# (cont.)
SMILES,Lipid storage S3,Lipid storage S3 cell count max
CCc1ccc(NC(=O)C(C)OC(=O)CC(NC(C)=O)c2ccccc2)cc1 (configuration not stated),u,x
Cc1cc(C)n2nc(NCc3ccccc3)nc2n1,u,x
Cc1ccc2c(c1)c1c(n2CC(O)Cn2c(C)nc3ccccc32)CCCC1 (configuration not stated),u,x
Clc1cccc(Cl)c1-c1nnc2ccc(N3CCOCC3)nn12,i,x
Cc1cccc(-n2cc3c(=O)n(C)c(=O)n(C)c3c2)c1,u,x
CCOC(=O)C(=CNc1cc(C(F)(F)F)ccc1N1CCOCC1)C(=O)OCC,10%,-2
CCOc1ccc(C(=O)NC2CC(=O)N(c3ccc4c(c3)OCCO4)C2)cc1 (configuration not stated),u,x
CC1=C(C(=O)OCc2ccccc2)C(c2cccc([N+](=O)[O-])c2)NC(=O)N1 (configuration not stated),6%,11
CC(Nc1nc2ncn(Cc3ccccc3)c2c(=O)[nH]1)C(=O)O (configuration not stated),2%,0
CC(C)CN(C(=O)Cn1nnc(-c2ccc(F)cc2)n1)C1CCS(=O)(=O)C1 (configuration not stated),u,x
COc1ccc(C(CCN2CCN(c3ccccc3)CC2)c2c(O)cc(OC)cc2OC)cc1 (configuration not stated),11%,6
COc1ccc(C2Nc3ccccc3C(=O)N2Cc2ccco2)cc1CN1C(=O)c2ccccc2C1=O (configuration not stated),1%&-7%,-24&10
COc1ccc(-c2c(C)nc(N)nc2-c2ccc(OC)cc2O)cc1,u,x
Cc1cc(Cl)ccc1OCC(O)CN1C(C)CCCC1C (configuration not stated),u,x
Cc1ccccc1Nc1nc(N)nc(CSc2nnnn2C)n1,u,x
COCCn1c(SCC(=O)N2CCCC(C)C2)nnc1-c1ccco1 (configuration not stated),i,x
COc1ccc(S(=O)(=O)N2CCN(C(=O)CNC(=O)c3ccc4c(c3)OCO4)CC2)cc1,u,x
CC(C)c1ccc(OCC(=O)NCc2n[nH]c(=O)c3ccccc23)cc1,u,x
c1ccc2ccccc2c1,8%,2
COCc1cc(C)nc(OCC(=O)N/N=C/c2ccccc2O)c1C#N,1%,10
Cc1cc(Cl)ccc1OCC(=O)N1CCCN(C(=O)COc2ccc(Cl)cc2C)CC1,u,x
Cc1ccccc1CSCC(=O)N1CCN(c2ccccc2)CC1,u,x
Cc1ccc2c(c1)c1c(n2CC(O)CN2CCCCCC2)CCCC1 (configuration not stated),u,x
O=C(CN(C(=O)CCC(=O)Nc1nccs1)c1ccccc1F)NCCc1ccccc1,i,19
CC(C)c1ccc(NC(=O)Nc2cc3sccc3n2C)cc1,u,x

# (continued)
SMILES,Lipid storage S3,Lipid storage S3 cell count max
O=C(NCc1ccccc1)c1ccc(S(=O)(=O)C(F)F)cc1,i,x
CC(NC(=O)CCNC(=O)c1ccco1)c1ccc(F)cc1 (configuration not stated),u,x
NC(=O)CSc1nnc(-c2ccncc2)n1-c1ccc(Cl)cc1,3%,0
CN(C)S(=O)(=O)c1cc(NC(=O)CSc2nn(-c3ccc(Cl)cc3)c(=S)s2)ccc1Cl,u,x
COc1ccc(C2(O)C(=O)Nc3ccccc32)cc1 (configuration not stated),-8%,14
COc1cc(NS(=O)(=O)c2ccc3c(c2)n(C)c(=O)n3C)cc(OC)c1,u,x
CN1CCN(c2ccc([N+](=O)[O-])cc2C(=O)c2ccc(Cl)cc2)CC1,i,x
CCOC(=O)N1CCN(S(=O)(=O)N2CCCC(C(=O)NC(C)c3ccccc3)C2)CC1 (configuration not stated),u,x
CCn1c(SCC(=O)Nc2oc(-c3ccccc3)c(-c3ccccc3)c2C#N)nnc1-c1ccco1,u,x
CC1CN(c2nc3c(c(=O)n(Cc4ccc(Cl)c(Cl)c4)c(=O)n3C)n2C)CC(C)O1 (configuration not stated),i,-16
CCCOc1ccc(N/C=C/C(=O)c2ccc(OC)c(OC)c2)cc1,u,x
O=C(N/N=C/c1ccco1)c1ccccc1OCc1ccccc1Cl,u,x
CC1CN(C(=O)CCC(=O)NC(C)c2ccccc2)c2cc(Cl)ccc2O1 (configuration not stated),i,-22
CC(C)(C)C1CCC(=NNC(=O)c2ccccc2-n2cccc2)CC1 (configuration not stated),12%,12
COc1ccc(C(C)(C)C)cc1NC(=O)COC(=O)CSCc1c(C)noc1C,23%,x
COc1ccc([N+](=O)[O-])cc1/C=N/NC(=O)CNC(=O)C(c1ccccc1)c1ccccc1,11%,1
COC(=O)C1=C(C(=O)OC)[C@@H]2Nc3ccccc3[C@@]23C[C@@H](C(=O)OC)N(C(C)=O)C3=N1,u,x
CCOC(=O)c1sc(NC(=O)c2ccccc2C(=O)O)c(C(=O)OCC)c1C,9%,-2
CCCCn1c(-c2cccs2)nc2nc3ccccc3nc21,28%,0
S=c1[nH]nc(-c2ccccc2Cl)n1/N=C/C=C/c1ccco1,4%,-7
COc1ccc(-n2ncc(C(C)NS(=O)(=O)c3ccc(C(C)=O)cc3)c2C)cc1 (configuration not stated),-21%,-8
O=C(/C=C/c1ccccc1)NCC1(c2ccccc2)CCOCC1,u,x
Cc1ccc(Cn2ccc(NC(=O)c3cc(-c4ccccc4)on3)n2)cc1,u,x
COc1ccc(CCNC(=O)c2ccc3c(c2)S(=O)(=O)N=C2CCCCCN23)cc1,-11%[0.0737 µM],6
COCCc1ccc(OCC(O)CNC(C)C)cc1 (configuration not stated),-7%&-9%,-23&-10

# The list continues:
SMILES,Lipid storage S3,Lipid storage S3 cell count max
COc1ccc(N2CCN(C(=O)CSc3nnc4ncccn34)CC2)cc1,u,x
Cn1c(=O)[nH]c(=O)c2c1nc(SCC(=O)O)n2Cc1ccccc1,u,x
O=C(Nc1cc(Cl)ccc1Oc1ccccc1)c1ccc(F)cc1,-16%,-26
CCC(C)N(C)C(=O)c1cc2ccccc2c(-c2ccccc2Cl)n1 (configuration not stated),u,x
COc1ccccc1CNC(=O)CCNS(=O)(=O)c1cc(Br)cnc1N,u,x
C=CCN(c1ccc(F)cc1)S(=O)(=O)c1cc(C(=O)NC2CCC(O)CC2)ccc1Cl (configuration not stated),u,x
O=C(OC(C(=O)NCc1ccccc1)c1ccccc1F)c1ccco1 (configuration not stated),u,x
Cc1ccc(OC(=O)c2ccccc2P(=O)(O)O)cc1,u,x
Cc1ccc(S(=O)(=O)N(CC(=O)Nc2ccccc2C(=O)O)c2ccc(Cl)cc2)cc1,i,x
Cc1ccc(Cl)c(OCC(=O)NCC(c2cccs2)N2CCOCC2)c1 (configuration not stated),u,x
